Assay outcomes as filed in PubChem BioAssay.
14-3-3 PPI: modulators of 14-3-3 gamma protein binding, primary screen, biochemical, fluorescence polarization. 14-3-3 protein gamma (Homo sapiens), P61981. inhibition, % at 40 µM. AID 422, 2006. 160,000 compounds, 0.19% hits. FP, 14-3-3gamma / TMR-pS259-Raf peptide binding; in the data active means inhibition above about 30%;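 further: 0% = protein plus tracer without compound and 100% = blank with tracer alone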
Target sequence (P61981 whole entry, looked up): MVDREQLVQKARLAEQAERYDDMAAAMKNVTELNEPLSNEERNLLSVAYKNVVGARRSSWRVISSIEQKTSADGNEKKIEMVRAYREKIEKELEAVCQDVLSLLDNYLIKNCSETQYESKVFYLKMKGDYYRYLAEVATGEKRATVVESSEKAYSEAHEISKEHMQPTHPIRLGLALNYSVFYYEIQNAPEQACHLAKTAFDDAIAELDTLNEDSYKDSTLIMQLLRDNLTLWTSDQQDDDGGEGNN
Active calls of the source: *; & = joins results of further samples.

> Nn1c(SCC(=O)Nc2ccc(Oc3ccccc3)cc2)nnc1C1CC1
  14-3-3 PPI: -1
> N#CCn1c2ccccc2c2nc3ccccc3nc21
  14-3-3 PPI: -11
> NC(=O)c1cccc2c(=O)oc3ccccc3c12
  14-3-3 PPI: -6
> CCOc1ccc(-c2nc(-c3ccc([N+](=O)[O-])cc3)no2)cc1
  14-3-3 PPI: -6
> CCOC(=O)C(C(C)=O)c1c(Br)c(O)c(O)c2c(C(=O)c3ccc(C)cc3)coc12 (stereo not drawn)
  14-3-3 PPI: -8
> Cc1ccc(CNC(=O)Cn2ccc3ccccc3c2=O)o1
  14-3-3 PPI: -6
> Cc1nc2sc3c(c2c2nc(-c4ccco4)nn12)CCCC3
  14-3-3 PPI: -12
> O=C(NC1CCCC1)C1CCCN(S(=O)(=O)c2ccc(-n3cnnn3)cc2)C1 (stereo not drawn)
  14-3-3 PPI: -5
> CCOc1ccccc1-c1nc(-c2ccc(NC(=O)c3ccncc3)cc2)no1
  14-3-3 PPI: -19
> CCOc1ncccc1C(=O)OCc1ccc(C(=O)OC)o1
  14-3-3 PPI: 2

Overlap with the part before: six compounds, then new ones.
> CCOC(=O)C(C(C)=O)c1c(Br)c(O)c(O)c2c(C(=O)c3ccc(C)cc3)coc12 (stereo not drawn)
  14-3-3 PPI: -8
> Cc1ccc(CNC(=O)Cn2ccc3ccccc3c2=O)o1
  14-3-3 PPI: -6
> Cc1nc2sc3c(c2c2nc(-c4ccco4)nn12)CCCC3
  14-3-3 PPI: -12
> O=C(NC1CCCC1)C1CCCN(S(=O)(=O)c2ccc(-n3cnnn3)cc2)C1 (stereo not drawn)
  14-3-3 PPI: -5
> CCOc1ccccc1-c1nc(-c2ccc(NC(=O)c3ccncc3)cc2)no1
  14-3-3 PPI: -19
> CCOc1ncccc1C(=O)OCc1ccc(C(=O)OC)o1
  14-3-3 PPI: 2
> COCC(C)NC(=O)c1cc2c(=O)n3cccc(C)c3nc2s1 (stereo not drawn)
  14-3-3 PPI: -2
> COc1cc2ccccc2cc1C(=O)Nc1ccc2oc(-c3cccc4ccccc34)nc2c1
  14-3-3 PPI: -22
> CCSCCOC(=O)C1=C(C)NC2=C(C(=O)CC(C)(C)C2)C1c1cccc(C)c1 (stereo not drawn)
  14-3-3 PPI: 1
> O=C1c2ccccc2C(=O)c2c(NC(=O)C3CCCO3)cccc21 (stereo not drawn)
  14-3-3 PPI: -43
> CC1CC(C)CN(S(=O)(=O)c2ccc(C(=O)Nc3nc4ccc([N+](=O)[O-])cc4s3)cc2)C1 (stereo not drawn)
  14-3-3 PPI: -6
> O=C1C(c2ccccc2)N=C2c3ccccc3N=C(SCc3ccc(Cl)cc3)N12 (stereo not drawn)
  14-3-3 PPI: -44
> Cc1onc(-c2ccccc2)c1C(=O)Nc1nc(-c2ccc(F)c(F)c2)cs1
  14-3-3 PPI: 0
> COc1ccc(OC)c(-n2c(=S)[nH]c3cc(C(=O)Nc4ccc(Oc5ccccc5)cc4)ccc3c2=O)c1
  14-3-3 PPI: 14
> CSc1nc2ccccc2n1CC(=O)Nc1c(C)n(C)n(-c2ccccc2)c1=O
  14-3-3 PPI: -3&4
> CN(C)C(=O)c1c2c(nc3ccccc13)CCCC2
  14-3-3 PPI: -26

> COc1ccc(-n2nc(C(=O)NCC(=O)Nc3cccc(C)n3)c3ccccc3c2=O)cc1Cl
  14-3-3 PPI: 6
> COc1ccccc1-n1c(SCC(=O)N2CCOCC2)nc(O)c(Cc2ccccc2)c1=O
  14-3-3 PPI: -6
> O=C(NCCCN1CCN(c2cccc(Cl)c2)CC1)C1CCC(=O)N1Cc1ccccc1Cl (stereo not drawn)
  14-3-3 PPI: -1&5
> CC(=O)Nc1[nH]c(O)c2ccccc12
  14-3-3 PPI: -3
> CC(C)(C)n1nc2c(c1NC(=O)c1ccc3c(c1)OCO3)CS(=O)(=O)C2
  14-3-3 PPI: -7
> Cc1ccc2oc(-c3cc(N)ccc3Cl)nc2c1
  14-3-3 PPI: -23
> Cc1sc2c(c1C)c(=O)n(Cc1ccccc1)c(=O)n2CC(=O)N1CCCC1
  14-3-3 PPI: -3
> CCOC(=O)/C=C1\SCC(=O)N1Cc1ccc(Br)cc1
  14-3-3 PPI: 1
> Cc1ccccc1NC(=NS(=O)(=O)c1ccc(Cl)cc1)c1ccccc1
  14-3-3 PPI: 3
> O=c1c2ccccc2nc2sc(NCc3ccc4c(c3)OCO4)nn12
  14-3-3 PPI: -6

Five of the compounds above, with the structure last.
14-3-3 PPI | smiles
-3 | Cc1sc2c(c1C)c(=O)n(Cc1ccccc1)c(=O)n2CC(=O)N1CCCC1
-3 | CC(=O)Nc1[nH]c(O)c2ccccc12
1 | CCOC(=O)/C=C1\SCC(=O)N1Cc1ccc(Br)cc1
-6 | O=c1c2ccccc2nc2sc(NCc3ccc4c(c3)OCO4)nn12
3 | Cc1ccccc1NC(=NS(=O)(=O)c1ccc(Cl)cc1)c1ccccc1

Additional results.
> Cc1cc(C)n2cc(CSc3ccc(Cl)cc3)nc2n1
  14-3-3 PPI: -19
> CCCCn1nnnc1SCC(=O)Nc1ccc2c(c1)OCCO2
  14-3-3 PPI: -8
> c1ccc(CNCCN2CCNCC2)nc1
  14-3-3 PPI: -11
> COCCSc1ccccc1C(=O)N1CCCC1
  14-3-3 PPI: -3
> Cc1c(Cl)cccc1NC(=O)CN1C(=O)CSc2ncccc21
  14-3-3 PPI: -11
> COc1ccc(OC)c(NC(=O)c2sc3ccccc3c2Cl)c1
  14-3-3 PPI: -46
> CCN(C(=O)c1ccccc1Cl)c1ccccc1
  14-3-3 PPI: 0
> N#Cc1cc2c(nc1SCC(=O)Nc1cc(C(F)(F)F)ccc1Cl)CCC2
  14-3-3 PPI: -8
> CSc1ccc(C=NS(=O)(=O)CCc2ccccc2)cc1
  14-3-3 PPI: -4
> Cc1ccc(N2CCN(C(=O)c3sc4ncn(CC(=O)Nc5ccc(C)c(Cl)c5)c(=O)c4c3C)CC2C)cc1 (stereo not drawn)
  14-3-3 PPI: -54

Part of the list above in another layout.
14-3-3 PPI,SMILES
-6,CCOc1ccc(-c2nc(-c3ccc([N+](=O)[O-])cc3)no2)cc1
-8,CCOC(=O)C(C(C)=O)c1c(Br)c(O)c(O)c2c(C(=O)c3ccc(C)cc3)coc12 (stereo not drawn)
-6,Cc1ccc(CNC(=O)Cn2ccc3ccccc3c2=O)o1
-12,Cc1nc2sc3c(c2c2nc(-c4ccco4)nn12)CCCC3
-5,O=C(NC1CCCC1)C1CCCN(S(=O)(=O)c2ccc(-n3cnnn3)cc2)C1 (stereo not drawn)
-19,CCOc1ccccc1-c1nc(-c2ccc(NC(=O)c3ccncc3)cc2)no1

Continued:
> COC(=O)c1ccc(C=Nc2ccc(S(=O)(=O)Nc3ccccn3)cc2)cc1
  14-3-3 PPI: -11
> CCCOc1ccc2oc(=O)c3c(c2c1)CCCN3C(=O)CN(C)C1CCCCC1
  14-3-3 PPI: 9
> O=C(Nc1ccccc1O)c1cc(S(=O)(=O)N2CCOCC2)ccc1Cl
  14-3-3 PPI: -5&2
> COc1ccc(-c2nnc(SCC(=O)N3CC(C)CC(C)C3)o2)cc1OC (stereo not drawn)
  14-3-3 PPI: 13
> CC1=C(C(=O)OCc2ccccc2)C(c2cccc(O)c2)C2=C(CC(C)(C)CC2=O)N1 (stereo not drawn)
  14-3-3 PPI: -33
> COc1ccc(-n2c(O)c(/C=N/n3cnnc3)c3ccccc3c2=O)cc1
  14-3-3 PPI: -10
> O=C(NC1=NCCS1)c1cc(-c2ccccc2)nn1-c1ccccc1
  14-3-3 PPI: -8
> Cc1ccc(CN2C(=O)CCC2C(=O)NC2CC2)cc1 (stereo not drawn)
  14-3-3 PPI: -7&-1
> CCc1ccc(Oc2c(C(F)(F)F)oc3c(CN4CCCCC4)c(O)ccc3c2=O)cc1
  14-3-3 PPI: -5
> CCCCOC(=O)c1c(C)oc2ccc(NS(=O)(=O)c3ccc(C)cc3C)cc12
  14-3-3 PPI: -10

Going on with the list:
Compound,14-3-3 PPI
CC(C)Cn1cnc2oc(-c3ccccc3)c(-c3ccccc3)c2c1=N,2
COc1cc(NS(=O)(=O)c2ccc(C)cc2C)cc(OC)c1OC,1
O=c1c2ccccc2[nH]c(=S)n1CCN1CCCC1,-2
Cc1cc(C)c(Cc2c(C)nc3c(C(=O)NC4CCCC4)cnn3c2C)c(C)c1,3
O=C(O)c1ccc(N2C(=O)CSC2c2cccc([N+](=O)[O-])c2)cc1 (stereo not drawn),-1
CS(=O)(=O)N1CCN(c2nc3ccccc3s2)CC1,-6
Cc1ccc(S(=O)(=O)NCC(C)NS(=O)(=O)c2ccc(C)cc2)cc1 (stereo not drawn),-7
Cc1cccc2c1N(CC(=O)OC(C)C)C(=O)C2=O,10
COCCn1c(SCc2ccc(C(=O)OC)o2)nc2ccccc2c1=O,-1
O=C(Nc1ccc(Cl)cc1)c1cc2n(n1)C(C(F)(F)F)CC(c1ccc3c(c1)OCO3)N2 (stereo not drawn),7
O=C(COc1ccc(Br)cc1)Nc1ncc(Cc2ccc(F)cc2)s1,-48
COC(=O)c1ccc(OCC2c3cc(OC)c(OC)cc3CCN2C(=O)C2CC2)cc1 (stereo not drawn),-4

Next part.
Compound,14-3-3 PPI
COc1cccc2cc(C(=O)NC(C)c3ccccc3)c(=O)oc12 (stereo not drawn),-16
COC(=O)C1C(=O)C2=C(CC1C)NC(C)=C(C(=O)OC1CCCCC1)C2c1ccc(F)cc1 (stereo not drawn),-3
Cc1ccccc1-n1nc2c(c1NC(=O)c1cc3ccccc3oc1=O)CS(=O)(=O)C2,-6
CC(NC(=O)CN(Cc1ccccc1)S(=O)(=O)c1ccccc1)c1ccccc1 (stereo not drawn),2
CCOc1ccccc1N1CCN(S(=O)(=O)c2ccc(F)c(F)c2)CC1,-6
O=C(Nc1c2c(nn1-c1ccc([N+](=O)[O-])cc1)CSC2)C1CCCC1,-11
CC1(C)CC2(CC(C)(C(=O)CSc3nc4ccccc4s3)OC2=O)C(=O)O1 (stereo not drawn),3
COc1ccc(N(C)C(=O)CCS(=O)(=O)c2cccc3nonc23)c(OC)c1,1&-3
CCCCN(CC)C(=O)CSc1cc(=O)n(C)c2ccccc12,-6&-11
COc1ccc(OCC(O)CN2CCCC2)cc1 (stereo not drawn),-5
O=[N+]([O-])c1cccc(S(=O)(=O)n2c(SCc3ccc(Cl)cc3)nc3ccccc32)c1,4
O=C(Cc1ccc(Cl)cc1)c1ccc(O)cc1O,-12

Other compounds follow:
Compound,14-3-3 PPI
CC(=O)Oc1ccc(C(=O)Nc2ccccc2C(F)(F)F)cc1,2
Cc1ccc(NC(=O)CSc2nnnn2-c2ccccc2)cc1Cl,-7
O=C(CSC1=NCCS1)N1CCc2ccccc21,6
COc1cc2[nH]c(=S)nc(NCC3CCCO3)c2cc1OC (stereo not drawn),-9&-5
CCOc1ccccc1C1C(C(=O)OC(C)C)=C(C)NC2=C1C(=O)C(C(=O)OC)C(C)C2 (stereo not drawn),-7
Cc1ccc2ncnc(Nc3ccc(I)cc3)c2c1,-44
CC1(C)Cc2c(C#N)c(NCC3CCCO3)nc(-c3ccccc3)c2CO1 (stereo not drawn),-8
O=C(CC1Nc2ccccc2NC1=O)NCc1cccnc1 (stereo not drawn),-2
Cc1nc(/N=C(\N)Nc2cccc(Cl)c2)[nH]c(=O)c1C,3
CCS(=O)(=O)N1CCCC(C(=O)NCCN2CCC(Cc3ccccc3)CC2)C1 (stereo not drawn),-3&-6
CCOC(=O)CSc1nnc(-c2ccco2)n1-c1ccc(C)cc1,-11
Nc1nnc(SCC(=O)NCc2ccc3c(c2)OCO3)s1,13
CSc1nnc(-c2ccccc2Cl)n1N,-5

An excerpt (hit frequency here may not be typical).
